Compound activity as filed in PubChem BioAssay.
PI4K2A block – blocks human PI4K2A kinase activity. Q9BTU6. purified PI4K2A, ADP-Glo luminescence, 1 h; hits give low values. activity change, negative = inhibition, % at 76.9 µM. 420,000 tested, 0.13% active; in the data active = activity change below about -50%; inconclusive = mostly about -30% to -49%;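 note: -100% = wells without enzyme as full effect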
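Compounds are screened against recombinant PI4K2A using PI as substrate and ATP, the latter dispensed at 300 microM. Reactions run one hour at ambient temperature before ADP-Glo detection; full inhibition defined by wells lacking enzyme.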
Pin1 inh – inhibitors of human Pin1; Q13526; Pin1 FP peptide displacement, HiFluor488, 10 min; Potency, µM (doses to about 115 µM), inactives show at the top dose activity, negative = inhibition, hits mostly inhibitors; 390,000 tested, 0.009% active; AID 504891; active = well fitted inhibition curve with a large enough effect in the polarisation, with a control signal flat, not every such curve was filed as active; inconclusive = small, poorly fitted or top-dose-only effect, or effect the other way, or a change in a side signal; inactive = no such curve, though single readings can be large or run the other way; the % refers to the polarisation; note: potency is the fitted concentration of half-maximal effect; % is set by controls: 0 for no effect and ±100 for the full control effect
Target sequence (Q13526 whole entry, looked up): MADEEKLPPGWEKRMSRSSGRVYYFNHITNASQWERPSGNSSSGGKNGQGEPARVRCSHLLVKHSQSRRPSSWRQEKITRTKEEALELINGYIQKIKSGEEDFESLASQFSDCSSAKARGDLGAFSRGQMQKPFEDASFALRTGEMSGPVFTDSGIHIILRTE
HP1b chromo inh – HP1-beta chromodomain-methylated histone interaction inhibition; AID 540317; AlphaScreen HP1-beta / biotin-H3K9me3 peptide binding; P83916; 390,000 tested, 0.56% active; Potency, µM (series often up to 114 µM), for the others: at the highest dose activity change, negative = inhibition, most hits filed as inhibitors; note: potency is the fitted concentration of half-maximal effect; nearly all actives have a fitted effect of over 70% in size; inactives centre near 23
Target sequence (P83916 whole entry, looked up): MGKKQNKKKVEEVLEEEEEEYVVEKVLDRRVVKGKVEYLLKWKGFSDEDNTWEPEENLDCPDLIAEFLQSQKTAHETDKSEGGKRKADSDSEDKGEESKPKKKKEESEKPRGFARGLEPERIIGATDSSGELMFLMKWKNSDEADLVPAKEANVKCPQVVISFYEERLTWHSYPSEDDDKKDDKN
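Compound inhibition of the preformed complex between 50 nM HP1-beta and 50 nM biotinylated H3K9me3 peptide was read by AlphaScreen. Buffer was PBS pH 7.4 with 0.01% Tween-20. Incubations ran 30 min at room temperature, with 10 ug/mL donor/acceptor beads.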
PGK inhibitor – inhibitors of T. brucei phosphoglycerate kinase; PGK/GAPDH coupled, Kinase-Glo luminescence, 60 min; Potency, µM (highest dose often 57.5 µM), for the others: at the top dose activity change, negative = inhibition, hits mostly inhibitors; 380,000 tested, 0.043% active; AID 602233; note: potency is the fitted concentration of half-maximal effect; % is set by controls: 0 for no effect and ±100 for the full control effect; nearly all actives have a fitted effect of over 60% in size
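Recombinant glycosomal PGK reaction used 1,3-bisphosphoglycerate generated in-well by GAPDH (100nM final) in 100mM TEA pH 7.6, 5mM MgCl2, 0.01% Tween-20. After 60 minutes at room temperature, ATP was read by Kinase-Glo Plus luminescence end-point.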
GLS inhibitor – inhibitors of human glutaminase (GLS); GLS enzymatic activity, qHTS titration; Potency, µM (series often up to 45.5 µM), inactives show top-dose activity change, negative = inhibition, hits mostly inhibitors; 410,000 tested, 0.21% active; AID 624170; note: potency is the fitted concentration of half-maximal effect; % is set by controls: 0 for no effect and ±100 for the full control effect
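hKGA; 45 mM KH2PO4 pH 8.2 + 0.02% Tween-20; cpd via pin tool; 1 mM Gln soln; GluOx/HRP/Amplex Red; RT 30 min; fluor. t0 & final.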
G9a inh – inhibitors of human histone lysine methyltransferase G9a; AID 504332; 350,000 tested, 8.8% active; G9a H3K9 monomethylation, AlphaScreen, 2 h; Q96KQ7; Potency, µM (highest dose often 102 µM), inactives show at the top dose activity, negative = inhibition, hits mostly inhibitors; note: potency is the fitted concentration of half-maximal effect; % is set by controls: 0 for no effect and ±100 for the full control effect; nearly all actives have a fitted effect of over 75% in size
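Step 1: enzyme (final 20 nM) with compound, 15 min RT. Step 2: substrate peptide 500 nM and SAM 20 uM, 2 h RT. Step 3: anti-H3K9me1 antibody and AlphaScreen beads, 10 min, then plate read.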
POLH inh – DNA polymerase eta (human) inhibition; Q9Y253; recombinant Pol eta, fluorescent DNA replication assay; Potency, µM (top dose mostly 114 µM), inactives show at the top dose activity change, negative = inhibition, hits mostly inhibitors; 390,000 tested, 1.2% active; AID 588591; note: potency is the fitted concentration of half-maximal effect; % is set by controls: 0 for no effect and ±100 for the full control effect
Target sequence (Q9Y253 whole entry, looked up): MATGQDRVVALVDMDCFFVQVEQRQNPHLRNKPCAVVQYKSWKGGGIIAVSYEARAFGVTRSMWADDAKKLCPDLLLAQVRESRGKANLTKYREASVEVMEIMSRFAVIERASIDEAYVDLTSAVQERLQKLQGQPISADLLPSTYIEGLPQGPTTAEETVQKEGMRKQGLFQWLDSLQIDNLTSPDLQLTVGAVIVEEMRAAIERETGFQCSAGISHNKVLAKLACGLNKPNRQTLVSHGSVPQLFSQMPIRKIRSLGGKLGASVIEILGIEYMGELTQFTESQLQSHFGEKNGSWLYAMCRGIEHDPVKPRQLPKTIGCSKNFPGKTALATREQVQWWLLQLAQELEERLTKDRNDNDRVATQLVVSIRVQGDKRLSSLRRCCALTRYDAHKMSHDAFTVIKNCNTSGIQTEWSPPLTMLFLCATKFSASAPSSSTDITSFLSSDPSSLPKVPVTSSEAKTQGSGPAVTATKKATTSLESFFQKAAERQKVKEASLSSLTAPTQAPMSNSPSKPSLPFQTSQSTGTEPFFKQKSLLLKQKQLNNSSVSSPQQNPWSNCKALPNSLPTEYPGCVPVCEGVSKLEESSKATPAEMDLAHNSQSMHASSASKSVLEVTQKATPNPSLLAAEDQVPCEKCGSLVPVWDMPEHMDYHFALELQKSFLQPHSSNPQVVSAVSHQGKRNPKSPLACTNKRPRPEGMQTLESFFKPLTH
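Fluorescent replication assay: 50 nM final substrate added after a 15 min room-temperature compound preincubation with 10 nM enzyme. Signal taken at 0 min and again at 10 min.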
BAZ2B inh – blocks human BAZ2B | Q9UIF8 | AlphaScreen BAZ2B-H3K14Ac peptide displacement | Potency, µM (titrated, usually from 114 µM), for inactives: top-dose activity change, negative = inhibition, hits mostly inhibitors | 360,000 tested, 4.4% active | AID 504333; note: potency is the fitted concentration of half-maximal effect; % is set by controls: 0 for no effect and ±100 for the full control effect; nearly all actives have a fitted effect of over 60% in size
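Protein-peptide AlphaScreen: BAZ2B 50 nM, b-H3K14Ac 50 nM, 1x PBS pH 7.4 + 0.01% Tween-20. Preincubation 30 min RT; cpd 30 min RT (top 110 uM); beads 20 min RT, light-protected.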
JMJD2A Tudor – JMJD2A Tudor domain (human) inhibition. O75164. AlphaScreen JMJD2A-Tudor / H3K4me3 peptide binding. Potency, µM (doses to about 114 µM), for the others: top-dose activity change, negative = inhibition, usual class: inhibitors. 390,000 tested, 4.4% active. AID 504339; note: potency is the fitted concentration of half-maximal effect; % is set by controls: 0 for no effect and ±100 for the full control effect; nearly all actives have a fitted effect of over 50% in size
Numbers without * were called inactive; i = inactive; ? = inconclusive; nt = no result given; & = joins results of further samples; [ ] = another dose, or the depositor's remark. Unless noted, calls come from the whole dose curve; as a rule, active = well fitted curve in the direction sought with a large enough effect; inconclusive = small, poorly fitted or top-dose-only effect, or another doubt; inactive = no such curve, though single readings can be large; an effect the other way counts as inactive or inconclusive.

PI4K2A block	G9a inh	Pin1 inh	BAZ2B inh	POLH inh	GLS inhibitor	PGK inhibitor	JMJD2A Tudor	HP1b chromo inh	Structure
-10.3	?	-3.6%	-4.7%	-0.1%	34.8%[activator]	-13.2%	-35.2%	3.8%	CCc1ccc2oc(-c3cc(N)ccc3O)nc2c1
4.0	?	-4.3%	9.2%	-0.8%	-18.0%	-9.6%	-13.4%	16.9%	CC1CCCCN1C(=O)COc1ccc(NC(=O)c2ccco2)cc1 (centres undefined)
-0.7	31.6µM*	?	-37.6%	44.7µM*	0.0%	-0.5%	?	-11.7%	O=C(CSc1ccc(Br)c2cccc(Cl)c12)Nc1ccc(S(=O)(=O)Nc2nccs2)cc1
-3.3	-29.9%[59 µM]	9.3%	4.9%[57.1 µM]	-9.3%	1.0%	4.3%	-24.9%	22.4%	COc1ccc(N2C(=O)CSC23C(=O)N(CC(=O)Nc2ccccc2F)c2ccccc23)cc1 (centres undefined)
-2.1&-0.7	2.0%	-8.2%&1.1%	-31.6%&-17.1%	-1.9%&-4.1%	11.9%&0.1%	3.9%&-0.8%	1.0%&-1.7%	33.2%&29.4%	Cc1ccc(N(C)S(=O)(=O)c2ccc(-c3cnc(C4CC4)o3)cc2)cc1
-2.7	nt	-1.2%	nt	-5.0%	-2.5%	-7.6%	-11.3%	24.5%	CC(OC(=O)[C@@H](NC(=O)c1ccco1)C(C)C)C(=O)Nc1ncc(Cl)cc1Cl (some centres undefined)
-2.8	?	-5.8%&3.8%	-7.6%	-13.9%	2.4%	-7.2%	-14.5%&-10.9%	9.2%&23.5%	O=c1cc(-c2cccc(Cl)c2)oc2cccc(O)c12
-3.0	-1.1%	1.4%	3.3%	2.0%	0.6%	i	-13.0%	35.7%	CCOc1ccccc1C(c1c(C)n(C)n(-c2ccccc2)c1=O)c1c(C)n(C)n(-c2ccccc2)c1=O
-3.2	22.1%	-10.9%	-1.6%	-16.6%	17.8%	-9.0%	-13.1%	27.3%	O=C(CCCn1cncn1)N1CCCC(N2CCN(c3ccc(F)cc3)CC2)C1 (centres undefined)
3.1	1.8%	0.6%	1.6%[57.1 µM]	-5.7%	-5.3%	-10.1%	-12.9%	37.7%	CC(C)C[C@H](NC(=O)OC(C)(C)C)C(=O)N[C@@H](CO)[C@H](O)[C@@H]1C[C@@H]1C(=O)N1CCCC1
-5.6	5.4%[59 µM]	0.1%	-4.1%	-18.3%	0.0%	-5.5%	-22.1%	24.1%	CCCCN1CN(Cc2ccccc2)CNC1=S
2.6	2.9%[59 µM]	3.5%	-0.4%	-2.6%	0.0%	-3.2%	4.7%	20.7%	COC(=O)C1=C(C)NC2=C(C(=O)CC(C)(C)C2)C1c1ccccn1 (centres undefined)

Overlap with the part before: two entries; new compounds follow.
PI4K2A block	G9a inh	Pin1 inh	BAZ2B inh	POLH inh	GLS inhibitor	PGK inhibitor	JMJD2A Tudor	HP1b chromo inh	Structure
-5.6	5.4%[59 µM]	0.1%	-4.1%	-18.3%	0.0%	-5.5%	-22.1%	24.1%	CCCCN1CN(Cc2ccccc2)CNC1=S
2.6	2.9%[59 µM]	3.5%	-0.4%	-2.6%	0.0%	-3.2%	4.7%	20.7%	COC(=O)C1=C(C)NC2=C(C(=O)CC(C)(C)C2)C1c1ccccn1 (centres undefined)
-8.6	?	-9.9%	3.9%	?	-1.2%	-13.4%	-16.6%	37.8%	CC(=O)OCC1=C(C(=O)O)N2C(=O)C(NC(=O)CCn3nc(C)c(Cl)c3C)C2SC1 (centres undefined)
1.3	-3.3%[12.7 µM]	6.4%	-38.7%	-15.1%	7.8%	9.8%	-11.8%	21.7%	Cc1c(Cl)ccc2c(C(=O)NCCCn3nccc3C)cc(-c3ccccn3)nc12
-1.4	8.4%	0.2%	-2.9%	10.0%	-5.3%	-4.0%	-8.3%	36.5%[activator]	Cc1ccc(S(=O)(=O)Cc2ccc(C(=O)NCCc3ccccc3)o2)cc1
-3.6	-15.2%[2.33 µM]	36.1%[activator]	-5.5%	-13.2%	4.3%	-3.4%	-21.3%	34.8%	CCN1C(=O)[C@H]2[C@@H](c3ccc(-c4ccc(F)cc4)c(OC)c3)N3CCC[C@@]3(C(=O)OC)[C@H]2C1=O
-0.2	19.3%	0.8%	17.9%	-5.7%	9.0%	-5.4%	-19.4%	10.8%	CCOC(=O)C1CCN(C(=O)Nc2ccc3snnc3c2)CC1
-16.7	nt	-2.9%	nt	0.7%	-5.7%	-0.9%	7.7%	?	O=C(O)c1ccc(-c2noc(-c3ccccc3Cl)n2)cc1
4.1	-39.9%	0.6%	-23.3%	-17.3%	14.4%	-4.4%	-21.6%	12.6%	COc1cc([N+](=O)[O-])cc2sc(NC(=O)c3c(F)cccc3F)nc12
-7.7	-3.9%[12.7 µM]	-3.6%	-20.2%	-5.2%	-4.9%	i	12.3%	9.4%	Cc1ccc(NC(=O)c2ncoc2-c2ccco2)cc1Cl
-5.4&0.6	-0.2%	6.7%&-10.3%	-1.5%&9.3%	-21.5%&12.6%	14.9%	4.7%&-6.9%	-9.3%&7.4%	23.3%&10.1%	CN(C)CCNC(=O)c1ccc(-c2nn(C)c(=O)c3ccccc23)cc1
1.6	4.4%[0.501 µM]	?	28.2µM*	-11.5%	5.3%	-5.2%	10µM*	-42.1%	O=[N+]([O-])c1cc(-n2cnnn2)ccc1N1CCC(Cc2ccccc2)CC1
0.8	10.5%[59 µM]	4.3%	-17.1%	-9.2%	4.8%	0.6%	5.3%	16.9%	CN(CCc1ccccn1)C(=O)Nc1ccc(Cl)cc1
1.4	3.55µM*	?	?	-8.1%	3.8%	i	?	?	Cc1ccc(-n2c(N)c(-c3nc4ccccc4n3C)sc2=S)cc1
-4.3	-11.8%[59 µM]	-8.7%	0.8%	5.3%	-0.2%	-6.6%	-16.0%[57.1 µM]	31.9%[activator]	CCn1nnnc1SCC(=O)NCc1ccco1
3.0	11.9%[59 µM]	0.5%	-2.3%	-17.7%	-1.9%	-0.4%	-6.4%	44.0%[activator]	Cc1ccccc1Cn1ccc(NC(=O)c2onc(C)c2Cl)n1
-0.8	2.7%[59 µM]	1.8%	-4.9%	-18.8%	-0.1%	-11.8%	-7.7%	30.2%	COC(=O)Cc1ccc(NC(=O)C(c2ccccc2)c2ccccc2)cc1
2.6	nt	13.4%	nt	-13.2%	-16.4%	0.9%	?	24.4%	COC(=O)[C@]1(Cc2ccccc2)N[C@H](c2ccc(-c3cccc(Cl)c3)c(OC)c2)[C@@H]2C(=O)N(C)C(=O)[C@@H]21
3.0	nt	-3.0%	nt	?	3.3%	-7.8%	-33.6%	39.7%[activator]	CC(C)(C)OC(=O)[C@H](CCCCN)NC(=O)c1[nH]cnc1C(=O)N[C@@H](Cc1ccccc1)C(=O)OCc1ccccc1
-2.8	?	1.0%	-36.8%	-3.6%	26.5%	-6.2%	-34.8%	-14.0%	CSc1ccc(CNc2cccc3ccccc23)cc1
-0.5	16.4%	-8.8%	?	-9.0%	-4.1%	-5.7%	?	8.8%	COc1ccc(C(=O)NC(=S)N(C)C2CCCCC2)cc1Br
1.6	?	23.8%	-35.3%	-21.3%	-7.0%	-1.6%	?	-6.9%	Cc1ccc(N(CC(=O)Nc2cccc(C)c2)S(=O)(=O)c2cccc3nonc23)cc1
-5.1	?	2.1%	2.9%	-4.5%	-9.9%	-16.1%	-4.8%	6.4%	O=S(=O)(c1ccc(-n2cnnn2)cc1)N1CCNCC1
1.5	-17.3%	-1.6%	0.5%	-8.2%	1.2%	8.8%[11.5 µM]	-25.6%	43.9%	CC1(C)OC(=O)C(=CNn2cnc3ccccc3c2=O)C(=O)O1
0.1	nt	3.5%	-3.6%	-12.1%	17.2%	2.1%	-14.3%	21.5%	CC(C)[C@H](NC(=O)N1CC(=O)Nc2ccccc21)C(=O)N[C@@H](Cc1c[nH]c2ccccc12)C(=O)O
-2.2	3.3%	-2.7%	10.8%	-18.8%	4.5%	-0.5%	-11.0%	7.7%	CSc1ccccc1C(=O)N1CCC2(CC1)CC(=O)c1ccccc1O2
4.8	?	4.6%	-20.5%	-17.3%	8.5%	-3.9%	-24.1%	6.0%	Cc1onc(-c2ccccc2Cl)c1C(=O)Nc1ccc(CN2CCCC2)cc1
-6.1	2.9%[59 µM]	-7.6%	nt	-20.4%	3.8%	-9.7%	-14.0%	63.4%[activator]	CCn1cc(C(=O)NCCCOC(C)C)c(=O)c2cc(S(=O)(=O)N(C)C3CCCCC3)ccc21
4.0	-4.7%	nt	-5.4%	-6.7%	-15.2%	i	11.0%	55.9%	COc1ccc2nc(N3CCC(O)CC3)c(C#N)cc2c1
4.8	12.5%	-0.8%	-0.4%	-24.9%	0.4%	i	0.7%	43.4%[activator]	CC(C)(C)c1csc(NC(=O)c2c(F)c(F)c(F)c(F)c2F)n1

Structural class, the entries above containing bromine
PI4K2A block	G9a inh	Pin1 inh	BAZ2B inh	POLH inh	GLS inhibitor	PGK inhibitor	JMJD2A Tudor	HP1b chromo inh	Structure
-0.7	31.6µM*	?	-37.6%	44.7µM*	0.0%	-0.5%	?	-11.7%	O=C(CSc1ccc(Br)c2cccc(Cl)c12)Nc1ccc(S(=O)(=O)Nc2nccs2)cc1
-0.5	16.4%	-8.8%	?	-9.0%	-4.1%	-5.7%	?	8.8%	COc1ccc(C(=O)NC(=S)N(C)C2CCCCC2)cc1Br

Only part of the results is shown; rates above refer to the full screens.
